Screening results from PubChem BioAssay.
SRC2 inh: human SRC2 (NCOA2) inhibition; Q15596; HEK293 GAL4-SRC2 luciferase reporter, luminescence; inhibition, % at 9 µM; 0.17% of 370,000 active; AID 651957;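 active = inhibition above the mean inhibition of all tested compounds plus 3 SD, set per campaign, cut at about 52% in these data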;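 also: 0% = DMSO treated cells and 100% = cells given Gossypol at 36 µM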
Target sequence (Q15596 whole entry, looked up, the tested form may be a part): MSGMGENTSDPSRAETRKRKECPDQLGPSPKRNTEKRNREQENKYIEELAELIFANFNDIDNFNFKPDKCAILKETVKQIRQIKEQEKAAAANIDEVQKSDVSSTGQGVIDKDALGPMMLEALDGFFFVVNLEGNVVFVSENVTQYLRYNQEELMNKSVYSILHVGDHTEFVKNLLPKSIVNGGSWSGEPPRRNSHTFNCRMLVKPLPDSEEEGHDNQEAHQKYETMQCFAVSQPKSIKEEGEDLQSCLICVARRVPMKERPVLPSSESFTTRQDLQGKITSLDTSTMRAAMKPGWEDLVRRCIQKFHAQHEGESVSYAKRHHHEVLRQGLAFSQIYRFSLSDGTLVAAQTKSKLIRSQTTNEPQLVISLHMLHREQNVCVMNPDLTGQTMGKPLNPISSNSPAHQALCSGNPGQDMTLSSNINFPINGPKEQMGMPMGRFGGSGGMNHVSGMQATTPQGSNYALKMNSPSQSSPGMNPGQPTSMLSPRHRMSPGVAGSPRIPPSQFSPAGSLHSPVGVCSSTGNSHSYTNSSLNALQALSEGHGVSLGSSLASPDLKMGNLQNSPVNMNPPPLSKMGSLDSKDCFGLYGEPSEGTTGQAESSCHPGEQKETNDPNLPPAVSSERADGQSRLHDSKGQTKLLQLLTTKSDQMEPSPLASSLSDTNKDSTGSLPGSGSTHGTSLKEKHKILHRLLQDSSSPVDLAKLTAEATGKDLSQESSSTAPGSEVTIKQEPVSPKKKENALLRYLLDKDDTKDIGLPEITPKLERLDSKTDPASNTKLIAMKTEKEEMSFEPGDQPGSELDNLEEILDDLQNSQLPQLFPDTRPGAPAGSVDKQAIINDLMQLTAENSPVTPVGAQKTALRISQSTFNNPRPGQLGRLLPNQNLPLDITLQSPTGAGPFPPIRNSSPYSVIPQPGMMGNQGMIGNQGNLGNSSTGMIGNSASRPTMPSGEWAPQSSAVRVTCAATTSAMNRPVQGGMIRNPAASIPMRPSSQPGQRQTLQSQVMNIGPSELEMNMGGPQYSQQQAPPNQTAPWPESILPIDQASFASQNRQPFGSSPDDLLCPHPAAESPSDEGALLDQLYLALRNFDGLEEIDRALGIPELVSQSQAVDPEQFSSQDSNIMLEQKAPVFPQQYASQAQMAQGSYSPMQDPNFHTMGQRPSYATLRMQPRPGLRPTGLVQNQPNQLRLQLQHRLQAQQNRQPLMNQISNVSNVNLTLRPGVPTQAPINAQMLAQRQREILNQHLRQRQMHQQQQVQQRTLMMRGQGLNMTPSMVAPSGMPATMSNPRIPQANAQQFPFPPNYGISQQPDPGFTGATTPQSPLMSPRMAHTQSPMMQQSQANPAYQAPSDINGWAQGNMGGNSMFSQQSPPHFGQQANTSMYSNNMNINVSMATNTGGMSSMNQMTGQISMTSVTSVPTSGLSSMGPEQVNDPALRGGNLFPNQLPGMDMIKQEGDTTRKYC
LRH-1 inv ag: suppresses constitutive activity of human LRH-1. O00482. HEK293T StAR-luciferase reporter, LRH-1 transfected, 24 h. inhibition, % at 3.6 µM. 0.13% of 360,000 active. AID 602396;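 active = inhibition above the mean inhibition of all tested compounds plus 3 SD, cut at about 73% in these data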;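 also: 0% = DMSO wells and 100% = reporter-only cells lacking LRH-1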
NCOA1 inh: inhibitors of human steroid receptor coactivator 1 (SRC1); inhibition, % at 3.6 µM; Q15788; 0.12% of 360,000 active; HEK293 GAL4-SRC1 luciferase reporter, luminescence;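 active = inhibition above the campaign mean plus 3 SD, with each screening campaign given its own cutoff, cut at about 60% in these data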;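 also: 0% = DMSO treated cells and 100% = gossypol at 36 µM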
TWEAK Fn14 block: inhibitors of TWEAK-Fn14 interaction signaling | TWEAK-stimulated Fn14 reporter cells, luciferase luminescence, 8 h | inhibition, % at 10 µM | 2% of 360,000 active | AID 1159606; in the data active = inhibition above about 50%
LMP1 NFkB inh: inhibitors of Epstein-Barr LMP1-induced NF-kappaB reporter; 0.69% of 350,000 active; LMP1-induced NF-kappaB luciferase reporter cells, luminescence; inhibition, % at 12.5 µM; in the data active = inhibition above about 41%;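 also: 0% = neutral control wells and 100% = reference inhibitor control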
TROY NFkB inh: blocks TROY-dependent signaling in reporter cells. Q293 LMP1-TROYcd NF-kB luciferase reporter, 4 h. inhibition, % at 10 µM. 0.98% of 360,000 active. AID 1347056;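 active = compounds whose plate-normalised and pattern-corrected inhibition of the luciferase reporter signal at the single screening dose is 50% or more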
CF NFkB inh: cystic fibrosis NF-kB activation inhibition | 0.86% of 360,000 active | inhibition, % at 5 µM | KKLEB NF-kB-GFP reporter, PAF-induced, GFP fluorescence overnight;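 active = at least 50% inhibition at 5 µM, scaled per plate between neutral and stimulator controls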;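 also: PAF is a Pseudomonas aeruginosa culture filtrate used as stimulus; plate controls were PAF-stimulated DMSO wells for no effect and unstimulated DMSO wells for full effect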
NCOA3 inh: human NCOA3 inhibition. Q9Y6Q9. HEK293 GAL4-SRC3 luciferase reporter, luminescence. inhibition, % at 3.6 µM. 0.17% of 360,000 active;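 active = inhibition above a per-campaign cutoff, the mean of all compounds plus 3 SD, cut at about 60% in these data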;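 also: 0% = DMSO-treated cells and 100% = gossypol-treated cells at 36 µM; higher means less SRC3-driven luciferase light from the GAL4 reporter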
TRAIL sens C8: sensitizes caspase-8 expressing cells to TRAIL; 1% of 360,000 active; NB7+C8 cells + TRAIL, ATPlite viability luminescence; inhibition (viability loss, TRAIL sensitization), % at 10 µM;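 active = compounds causing at least 50% loss of cell viability in the single-dose screen, relative to plate controls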
KKLEB cytotox: CF airway cell cytotoxicity counter-screen; KKLEB CF airway cells viability, ATPlite luminescence, overnight; active compounds read low; cells stimulated with P. aeruginosa culture filtrate; activity change (cytotoxicity), % at 5 µM; 0.36% of 360,000 active; AID 602141;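 active = corrected activity change at or below -50% at 5 µM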
COUP-TFII inh: NR2F2 (human) inhibition, primary screen | HEK293T NGFI-A luciferase reporter, luminescence | inhibition, % at 8.6 µM | 0.7% of 370,000 active | P24468 | AID 686940;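 active = inhibition above a per-plate cutoff, mean inhibition of test wells between control levels plus 3 SD, cut at about 38% in these data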;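 also: cells cotransfected with COUP-TFII expression vector driving the NGFI-A reporter; 0% = median of COUP-TF2 test wells and 100% = reporter-only cells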
Numbers without * were called inactive; . = no result given; & = joins results of further samples.

SMILES	SRC2 inh	LRH-1 inv ag	NCOA1 inh	TWEAK Fn14 block	LMP1 NFkB inh	TROY NFkB inh	CF NFkB inh	NCOA3 inh	TRAIL sens C8	KKLEB cytotox	COUP-TFII inh
NC(=O)OCC(O)COc1ccc(Cl)cc1 (centres undefined)	-13	-25	-24	1	3	-7	10	-15	-6	1	-25
COc1ccc(Cl)cc1NC(=O)CN1CCc2ccccc21	-4	18	-8	5	3	3	0	14	-1	-14	28
Cc1ccc(-c2ccc(/C=C3/NC(=O)NC3=O)o2)cc1[N+](=O)[O-]	-22	6	-8	-26	7	-39	-108	7	0	6	-18
O=C(O)c1ccccc1C(=O)Nc1ccc(-n2nccc2C(F)(F)F)cc1	3	-10	-17	-9	-3	-6	4	-6	-9	-2	-3
Nc1c(Br)cc(Br)cc1CNC1CCC(O)CC1 (centres undefined)	-15&-8	13&16	7&-4	0&-28	8&-5	-6&2	-7&-3	3&-7	6&-16	-23&6	14&19
O=C1N(c2ccc(Cl)c(Cl)c2)CN(Cc2ccccc2)CN1n1cnnc1	-29	-7	12	-1	0	-7	-24	7	1	-2	25
CCCc1nc2c(C)cc(Br)cn2c1Cc1ccc(OC)cc1C	-16	-5	4	-9	.	-4	-8	3	7	-10	2
Cc1noc(C)c1CSc1nc2ccccc2s1	6	-7	-21	9	-4	0	-5	0	-3	0	-3
CC(C)n1c(=S)[nH]c2cc(Cl)ccc21	8	-7	15	-8	-7	8	-4	7	-6	8	5
Cc1cccc(CN2CCN(C3CN(Cc4ccc(F)cc4)S(=O)(=O)C3)CC2)c1 (centres undefined)	9	5	-5	-20	.	-7	-4	-2	-7	-14	25
COC(=O)c1ccc(NC(=O)CCS(=O)(=O)c2ccc(Br)cc2)cc1	-24	16	-20	2	4	-2	-9	4	3	9	9
O=C(CN(C(=O)C1CSC(=O)C1)c1ccccc1F)NCc1ccc2c(c1)OCO2 (centres undefined)	8	6	19	8	7	33	-12	6	-14	12	-15
CCC[C@@H](CN1CCC[C@H]1CN1C(N)=NC[C@@H]1Cc1ccccc1)N1C[C@@H]([C@H](C)CC)N(CCc2ccc(Cl)c(Cl)c2)C1=N	.	-13	6	-6	7	0	-2	-5	2	13	.
O=C(CCNC(=O)c1ccc(Cl)cc1)Nc1ccc(S(=O)(=O)N2CCOCC2)cc1	12	-2	8	3	1	3	1	12	4	-14	0
O=C1C(Cl)=C(N2CCCCCC2)C(=O)N1c1ccccc1	-9	-34	-2	7	1	-19	7	-2	2	-14	18
Cc1c(NS(=O)(=O)c2cccc(C(=O)Nc3ccccc3)c2)c(=O)n(-c2ccccc2)n1C	-9	10	-19	14	-5	-4	-9	10	5	14	6
CC1(C)Cc2c(sc3c2c(=N)n(Cc2ccco2)c(=O)n3CC(=O)Nc2ccc(Cl)cc2)CO1	-24	-1	-4	-17	7	0	17	-10	8	-10	-1
COC(=O)C1=C(C(=O)OC)[C@@H]2N(C)c3ccccc3[C@@]23C[C@@H](C(=O)OC)N(C(=O)c2ccco2)C3=N1	3	-8	-23	11	-4	8	28	11	13	-12	-9
Cc1csc(Nc2ccccc2C(F)(F)F)n1	-22	-21	-12	-1	-3	-27	8	-7	-9	-2	-4
Cc1cc(C)c2nc(N3CCCC(C(=O)N4CCN(c5ncccn5)CC4)C3)sc2c1 (centres undefined)	-7	1	5	29	17	16	24	-8	-4	-44	13
CC1CCc2nc(NC(=O)c3cc(C(C)(C)C)nn3C)sc2C1 (centres undefined)	-12	-6	3	4	-27	-23	-6	-2	7	-7	-4
O=C1NC(c2cccnc2)C(C(=O)c2cccs2)C(O)(C(F)(F)F)N1 (centres undefined)	-39	-9	0	6	-9	-5	5	-4	-7	-4	-21
CCCS(=O)(=O)N1CCCC(C(=O)NCCN2CCCCC2C)C1 (centres undefined)	-5	5	4	4	2	-11	6	12	5	-19	8
Clc1ccc(-n2nnnc2-c2cnc3ccccc3c2-c2ccccc2)cc1	16	-1	16	15	1	3	29	3	5	-11	27
Cn1c(=O)n(C)c2cc(CN3C(=O)OC(C)(C)C3(C)O)ccc21 (centres undefined)	-19	3	11	9	-1	-14	4	-46	-6	-3	1
O=C1c2ccccc2C(=O)c2c1cccc2-n1nnc2ccccc21	-11	-9	-28	8	2	-8	-10	14	17	-14	-20
O=C(NNC(=O)c1cccs1)c1csc(N2CCOCC2)n1	10	-8	0	1	-4	-2	-21	17	6	9	-2
Cn1c(SCC(=O)Nc2ccccc2)nc2ccccc2c1=O	-15	18	21	24	3	4	-5	9	-9	0	17
CCCC(=O)Nc1cccc(C(=O)Nc2nccs2)c1	-13	1	-4	15	5	0	6	4	-12	0	-6
CCCCn1c(CN2CCN(c3ccccc3)CC2)nc2c1c(=O)n(C)c(=O)n2C	.	17	14	24	8	30	1	11	13	-8	.
Cc1cc(C)c(C(N)=O)c(NC(=O)Nc2ccccc2)n1	-27	-4	2	7	2	14	9	11	-16	-2	6
O=C(COC(=O)C1CCCCC1)Nc1ccccc1OC(F)F	-1	-1	6	10	2	10	-9	14	-3	10	-10
CCCCNC(=O)CCN1N=C(c2ccccc2)CCC1=O	4	-12	-32	11	-3	-5	-7	11	-12	13	-5
CCCn1c(SCC(=O)NC2CCCc3ccccc32)n[nH]c1=O (centres undefined)	3	-2	1	4	-1	17	5	11	-1	2	-31
CC[C@]1(c2ccccc2C)ON(c2ccccc2C(F)(F)F)C1=O	11	1	-13	-2	1	-3	23	0	2	14	3
COc1ccc(NS(=O)(=O)c2ccc(O)c(C(=O)OCC(=O)Nc3ccc4c(c3)OCCO4)c2)cc1	8	3	-5	-42	0	3	5	-10	1	0	-4
O=C(N/N=C/c1ccc(OCc2ccccc2)cc1)c1ccco1	-66	-57	-73	-19	-14	-55	-40	-72	9	19	-38
O=C1CSC(c2cccc(F)c2)N1c1c(F)cccc1F (centres undefined)	-12	11	-29	5	14	3	8	13	8	-5	4
CNC(=S)N/N=C(\C)c1cccc([N+](=O)[O-])c1	-17	0	3	-11	3	-8	-8	26	-3	-1	-28
CCC/C=C1/CCCOC(C(=O)NCCN2CCOCC2)(C(F)(F)F)C1 (centres undefined)	-2	2	0	20	-7	8	3	-14	-15	10	18
CSc1ccc(Cl)c(C(=O)NCC(C)C)c1	-17	10	-16	7	10	5	-5	8	-3	3	-13
O=S(=O)(Nc1ccccc1)c1ccc(NS(=O)(=O)c2c(F)cccc2F)cc1	-15	4	2	11	-1	6	-8	9	0	12	8
S=C(NCCCN1CCN(CCCNC(=S)NC2CCCCC2)CC1)NC1CCCCC1	-17	7	-12	3	12	3	10	-8	0	-5	-5
CCOC(=O)c1cc(NC(=O)N(C(C)C)C2CCCCC2)c(C)nc1C	5	14	13	-5	-4	-4	2	2	21	6	19
CCOc1ccc(-c2cc(C(=O)N/N=C(\C)c3cccnc3)c3ccccc3n2)c(OCC)c1	11	17	-6	-46	7	7	-10	14	11	-1	-18
Cc1cc(C(=O)COC(=O)c2ccccc2O)c(C)n1CC1CCCO1 (centres undefined)	89*	91*	90*	106*	87*	90*	31	88*	87*	-22	97*
Clc1ccc(-n2cccc2CN2CCc3c([nH]c4ccccc34)C2c2ccccn2)nc1 (centres undefined)	6	0	2	-12	-3	-20	14	5	0	-9	13
O=c1[nH]c(NNC(=S)NC2CCCCC2)nc2c1C1(CCCC1)Cc1ccccc1-2	9	4	13	6	5	-18	7	29	-9	10	7
CCOC(=O)C1(CCOc2ccccc2)CCN(CC(O)CO)CC1 (centres undefined)	14	11	-16	-10	1	12	1	-3	13	-10	-3
O=c1cc(N2CCOCC2)[nH]c(=O)n1C1CCCCC1	11	-4	-14	-3	-4	25	-10	1	-7	-17	10
CCCc1c(-c2cccc(Cl)c2)ncn1CCc1ccccc1OC	8	-36	.	7	.	34	.	.	15	.	-1
Cc1nc(-c2ccc(S(=O)(=O)N3CCN(C(c4ccccc4)c4ccccc4)CC3)s2)cs1	-5	-8	-27	2	-10	-14	-5	-7	-8	8	13
O=C(NC1CCCC1)C(c1cccnc1)N(C(=O)c1ccco1)c1ccc(F)cc1 (centres undefined)	24	20	4	23	-6	-7	2	-23	3	-6	-3
CC(C(=O)N(C)Cc1ccccc1)N1CCN(C/C=C/c2ccccc2)CC1 (centres undefined)	-2	13	-33	0	3	0	2	13	-9	-5	-4

Structures listed so far that contain a Cl atom (12):
SMILES	SRC2 inh	LRH-1 inv ag	NCOA1 inh	TWEAK Fn14 block	LMP1 NFkB inh	TROY NFkB inh	CF NFkB inh	NCOA3 inh	TRAIL sens C8	KKLEB cytotox	COUP-TFII inh
NC(=O)OCC(O)COc1ccc(Cl)cc1 (centres undefined)	-13	-25	-24	1	3	-7	10	-15	-6	1	-25
COc1ccc(Cl)cc1NC(=O)CN1CCc2ccccc21	-4	18	-8	5	3	3	0	14	-1	-14	28
O=C1N(c2ccc(Cl)c(Cl)c2)CN(Cc2ccccc2)CN1n1cnnc1	-29	-7	12	-1	0	-7	-24	7	1	-2	25
CC(C)n1c(=S)[nH]c2cc(Cl)ccc21	8	-7	15	-8	-7	8	-4	7	-6	8	5
CCC[C@@H](CN1CCC[C@H]1CN1C(N)=NC[C@@H]1Cc1ccccc1)N1C[C@@H]([C@H](C)CC)N(CCc2ccc(Cl)c(Cl)c2)C1=N	.	-13	6	-6	7	0	-2	-5	2	13	.
O=C(CCNC(=O)c1ccc(Cl)cc1)Nc1ccc(S(=O)(=O)N2CCOCC2)cc1	12	-2	8	3	1	3	1	12	4	-14	0
O=C1C(Cl)=C(N2CCCCCC2)C(=O)N1c1ccccc1	-9	-34	-2	7	1	-19	7	-2	2	-14	18
CC1(C)Cc2c(sc3c2c(=N)n(Cc2ccco2)c(=O)n3CC(=O)Nc2ccc(Cl)cc2)CO1	-24	-1	-4	-17	7	0	17	-10	8	-10	-1
Clc1ccc(-n2nnnc2-c2cnc3ccccc3c2-c2ccccc2)cc1	16	-1	16	15	1	3	29	3	5	-11	27
CSc1ccc(Cl)c(C(=O)NCC(C)C)c1	-17	10	-16	7	10	5	-5	8	-3	3	-13
Clc1ccc(-n2cccc2CN2CCc3c([nH]c4ccccc34)C2c2ccccn2)nc1 (centres undefined)	6	0	2	-12	-3	-20	14	5	0	-9	13
CCCc1c(-c2cccc(Cl)c2)ncn1CCc1ccccc1OC	8	-36	.	7	.	34	.	.	15	.	-1
